Screening results (PubChem BioAssay)
Growth percent in the NCI-60 one-dose screen (48 h, 10 µM unless noted): 100 = growth as untreated, 0 = no growth, -100 = all killed.
M14: M14 melanoma. 80,000 compounds, 6.2% hits. AID 1794745
SK-MEL-28: SK-MEL-28 melanoma. 81,000 compounds, 4.1% hits
A549/ATCC: A549/ATCC NSCLC. 81,000 compounds, 3.7% hits. AID 1794740
MDA-MB-435: MDA-MB-435 melanoma; 82,000 compounds, 7.8% hits
UACC-257: UACC-257 melanoma. 78,000 compounds, 4.4% hits. AID 1794764
SK-MEL-2: SK-MEL-2 melanoma. AID 1794763. 77,000 compounds, 4.7% hits
UACC-62: UACC-62 melanoma; 81,000 compounds, 5.4% hits; AID 1794756
SK-MEL-5: SK-MEL-5 melanoma | 80,000 compounds, 6.4% hits | AID 1794755
An asterisk follows results filed as active; · = no result given; & = joins results of further samples. Rule for the calls: active = growth percent below 10; inactive = the rest.

SMILES	M14	SK-MEL-28	A549/ATCC	MDA-MB-435	UACC-257	SK-MEL-2	UACC-62	SK-MEL-5
Nc1cc([N+](=O)[O-])ccc1Cl	104	114	102	120	99	·	101	104
O=C(CC(=O)N/N=C/c1ccc2c(c1)CCC2)N/N=C/c1ccc2c(c1)CCC2	97&94	110&93	99&95	110&98	96&109	102&96	109&96	105&88
CCCCCCCCCCCC1=NC(CC)(CO)CO1 (stereo not given)	91	95	95	99	99	97	88	98
c1cnc2[nH]cc(-c3csc(-c4cn(CCCN5CCOCC5)c5ccccc45)n3)c2c1	15	65	54	6.2*	85	83	65	38
CCCCN1C(=O)C(CC(=O)Nc2ccc(F)c(F)c2)n2c1nc1ccccc12 (stereo not given)	107	106	94	97	99	106	94	·
C=C(C[C@](O)(C(=O)CC)C(=O)Oc1ccccc1)c1ccccc1	103	118	97	104	96	102	95	103
NC1(C(=O)O)CCCC1	80	·	29	110	106	100	99	40
COc1ccc(-c2nn(-c3ccccc3)cc2/C=C/C(=O)NNC(=O)Nc2ccc(C)cc2)cc1	94	115	95	100	96	102	89	97
Cc1nn(-c2ccccc2)c(Cl)c1/C=C1\N=C(c2ccccc2)N(C(=O)c2ccc([N+](=O)[O-])cc2)NC1=O	68	70	66	71	76	86	36	38
CCN=Cc1c(O)c(O)c(C(C)C)c2cc(C)c(-c3c(C)cc4c(C(C)C)c(O)c(O)c(C=NCC)c4c3O)c(O)c12	62	75	27	68	85	51	77	95
COc1cc(/C=C/C(=O)c2cc(-c3ccc(C(F)(F)F)cc3)ccc2O)cc(OC)c1OC	82	92	81	48	83	70	54	47
O=C(O)/C=C(\CCC1CCCCC1)C(=O)O	101	109	106	112	·	123	102	104
NC(=O)Nc1ccc(Nc2ccccc2)cc1	106	104	87	97	92	117	84	97
CN(C)C(=O)COc1ccc(N)cc1	104	112	85	103	103	97	105	101
COc1cnc2c(c1)C(=O)c1c-2n(CCCN2CCOCC2)c(=O)c2cc(F)ccc12	1.0*	19	-29*	-14*	-11*	21	-52*	-95*
C=C1CC[C@@H]2[C@](C)(COC(C)=O)[C@H](OC(C)=O)CC[C@@]2(C)[C@@H]1CC(Nc1ccc(S(=O)(=O)Nc2ccc(Cl)nn2)cc1)C1=CCOC1=O (stereo not given in full)	11	6.7*	62	8.1*	44	58	-50*	36
Oc1ccccc1/C=N/c1nc2cc(Cl)ccc2s1	101	99	88	98	96	117	82	94
CCCCCCCCCCCC1=NC(C)(C)CN1CCO	48	68	90	8.7*	78	88	-14*	59
O=C1CC2CCCC(C1)S2=O (stereo not given)	103	121	106	109	105	98	112	98
O=C(Cn1cnc2c(cc(-c3ccccc3)n2-c2ccccc2)c1=O)Nc1ccc(Cl)cc1	97	110	100	102	109	101	99	103
COc1ccc(-c2nnc(SCC(=O)NNC(=O)c3cc(OC)c(OC)c(OC)c3)o2)cc1	94	95	91	99	89	98	93	104
COc1cc(CNC(=O)C[C@H](C)CCC=C(C)C)ccc1OCc1cn(-c2ccc(C#N)cc2)nn1	88	85	48	81	69	80	57	31
CCOC(=S)SSC(=S)OCC	109	108	98	103	101	108	95	99
COc1ccc(-c2cnc3sc(C(=O)NNC(=O)c4ccc(Br)cc4)c(C)n23)cc1	104	104	98	104	110	116	95	98
O=C1c2c(O)ccc([N+](=O)[O-])c2C(=O)c2c([N+](=O)[O-])ccc(O)c21	102	108	85	88	103	102	97	89

Sorted by length of the SMILES (smallest number first): seven of the compounds above.
SMILES	M14	SK-MEL-28	A549/ATCC	MDA-MB-435	UACC-257	SK-MEL-2	UACC-62	SK-MEL-5
NC1(C(=O)O)CCCC1	80	·	29	110	106	100	99	40
CCOC(=S)SSC(=S)OCC	109	108	98	103	101	108	95	99
CCCCCCCCCCCC1=NC(CC)(CO)CO1 (stereo not given)	91	95	95	99	99	97	88	98
O=C(O)/C=C(\CCC1CCCCC1)C(=O)O	101	109	106	112	·	123	102	104
COc1ccc(-c2cnc3sc(C(=O)NNC(=O)c4ccc(Br)cc4)c(C)n23)cc1	104	104	98	104	110	116	95	98
c1cnc2[nH]cc(-c3csc(-c4cn(CCCN5CCOCC5)c5ccccc45)n3)c2c1	15	65	54	6.2*	85	83	65	38
COc1ccc(-c2nn(-c3ccccc3)cc2/C=C/C(=O)NNC(=O)Nc2ccc(C)cc2)cc1	94	115	95	100	96	102	89	97

Later entries:
SMILES	M14	SK-MEL-28	A549/ATCC	MDA-MB-435	UACC-257	SK-MEL-2	UACC-62	SK-MEL-5
Cc1ccc(/C=C/c2c(C(=O)/C=C/c3ccc(Cl)cc3)c(C)nc3ccccc23)cc1	-0.2*	-55*	79	-47*	9.0*	8.9*	-33*	-41*
COc1ccc(-c2nc(-c3ccccc3OCc3ccccc3OC)nc(C)c2C(C)=O)cc1	84	101	80	90	96	·	55	91
O=C(NCc1ccccc1)NCc1ccccc1	98	105	97	107	99	·	102	104
O=C(/C=C/c1ccccc1)n1c(-c2ccccc2O)nc2ccccc21	96	113	88	102	99	104	100	95
Oc1ccc(Cc2ccccc2Cl)c(O)c1	99	110	99	107	93	98	86	98
CN1CCN(c2ccc(Nc3ncnc4c3nnn4CCc3ccccc3)cc2)CC1	98	114	98	97	72	122	103	85
Cn1c2c(cc(S(=O)(=O)c3ccccc3)c1=O)CCc1c-2cnn1-c1cccc(Cl)c1	98	95	86	88	80	107	85	83
CNC(=O)c1cc(Oc2cccc3nc(NC(=O)Nc4ccc(F)cc4F)ccc23)ccn1	19	31	8.6*	33	56	71	53	23
O=C1c2cc(I)ccc2Oc2cc([N+](=O)[O-])ccc2N1c1ccc(Cl)cc1F	98	97	78	60	94	85	77	·
CCOC(=O)COC(=O)c1ccccc1C(=O)OC	105	102	94	115	·	·	96	110
O=C1COCCN1c1ccc(NCc2cn(Cc3cccc4ccccc34)c3ccccc23)cc1	89	93	88	98	78	93	42	82
COc1ccc(C2C(c3ccccc3)C(=O)N2c2cc(OC)c(OC)c(OC)c2)cc1I (stereo not given)	8.5*	60	17	2.2*	48	56	28	-41*
CCc1ccc(Oc2cn[nH]c2-c2ccc(OCc3ccc(F)cc3)cc2O)cc1	93	92	88	96	85	86	84	100
C/C(=C1/C(=O)Nc2ccccc21)c1ccc(NS(C)(=O)=O)cc1	99	111	109	108	104	109	95	95
CC(C)C(C)(C)c1ccc(O)cc1	105	105	102	106	104	104	101	100
CCc1nn(CCCN2CCN(c3cccc(Cl)c3)CC2)c(=O)n1CCOc1ccccc1	·	103	91	82	86	·	59	55
Cn1ncc2c(Cl)ncnc21	101	111	101	103	98	107	101	99
CCOC(=O)/C(C#N)=C/c1ccc(N(C)C)cc1	104	109	104	88	120	117	97	93
N#C/C(=C/c1ccccc1)c1nnc(NC(=O)c2ccc(-n3c(=O)[nH]c4ccccc4c3=O)cc2)s1	109	104	108	108	106	112	93	105
O=C(Nc1cnc2ccccc2c1)c1ccncc1	111	102	96	95	99	114	103	98
C=CCCCCCCCCC1OCC(CC)([N+](=O)[O-])CO1 (stereo not given)	90	95	85	99	92	93	·	97
CCOP(=O)(OCC)C(NC(=O)c1ccc(C)cc1)C1=NCCS1 (stereo not given)	112	109	102	108	105	106	107	102
N=C1N=C(N)CS1	108	109	97	106	106	116	100	98
CN1c2ccccc2C(=O)NC1c1ccc([N+](=O)[O-])s1 (stereo not given)	99	102	88	95	87	·	95	92
Cc1cc(C#Cc2ccc(C(C)(C)C)cc2)ccc1-n1c(/C=C/c2ccnc3ccccc23)nc2ccccc2c1=O	88	110	94	96	107	125	90	89

Compounds listed so far that have an NH in an aromatic ring:
SMILES	M14	SK-MEL-28	A549/ATCC	MDA-MB-435	UACC-257	SK-MEL-2	UACC-62	SK-MEL-5
c1cnc2[nH]cc(-c3csc(-c4cn(CCCN5CCOCC5)c5ccccc45)n3)c2c1	15	65	54	6.2*	85	83	65	38
CCc1ccc(Oc2cn[nH]c2-c2ccc(OCc3ccc(F)cc3)cc2O)cc1	93	92	88	96	85	86	84	100
N#C/C(=C/c1ccccc1)c1nnc(NC(=O)c2ccc(-n3c(=O)[nH]c4ccccc4c3=O)cc2)s1	109	104	108	108	106	112	93	105

(listing goes on)
SMILES	M14	SK-MEL-28	A549/ATCC	MDA-MB-435	UACC-257	SK-MEL-2	UACC-62	SK-MEL-5
COc1ccc(C2C(C#N)=C(N)Oc3c2c(C)nn3C(N)=O)cc1 (stereo not given)	104	107	97	110	99	111	95	102
Cc1cc(C)c2nc(Nc3nc(C)c(C)c(=O)[nH]3)nc(C)c2c1	14	3.5*	-32*	16	14	-26*	-38*	2.1*
O=C1/C(=C/c2ccc([N+](=O)[O-])cc2)Oc2ccc(O)c(O)c21	101	100	99	100	92	101	91	96
COC(=O)c1ccc(-c2nc(CSc3nc4ccccc4s3)no2)cc1	102	108	93	109	103	110	101	104
COc1ccc(C2=NN(c3ccc(Cl)cc3)C(c3c(C)nn(-c4ccccc4)c3Cl)C2)cc1 (stereo not given)	91	111	101	112	107	105	94	107
COc1ccc(C(C)c2cc(OC)c(OC)c(OC)c2)cc1 (stereo not given)	7.5*	61	19	-43*	53	34	28	-31*
COc1ccc(CCN2CCCN3C2=Nc2ccccc2S3(=O)=O)cc1	31	62	32	-5.6*	76	52	24	36
CC(=O)c1c2c(c3ccc4c5ccccc5ccc4n13)C(=O)c1ccccc1C2=O	66	101	84	98	97	93	87	64
O=C(CN1C(=O)/C(=C/c2ccc(Cl)cc2)SC1=S)NCCN1CCOCC1	104	100	101	104	104	108	98	95
CCOC(=O)CC1C(CNC(=O)NC)OC(n2cnc3c(N)ncnc32)C1O[Si](C)(C)C(C)(C)C (stereo not given)	106	107	84	95	86	92	80	94
Cc1ccc2[nH]c(=O)cc(N/N=C\c3ccc(N(C)C)cc3)c2c1	90	106	96	105	103	79	89	88
CCSc1nc(N)nc2c1ncn2C1OC(CO)C(O)C1O (stereo not given)	110	113	·	104	97	123	96	104
COc1ccc(C(=O)C[N+]23CN4CN(CN(C4)C2)C3)cc1	100	111	86	109	99	106	103	100
COc1ccc(C2=NN3C(C2)c2ccccc2OC3c2ccc(/C=C3\SC(=S)N(C)C3=O)cc2)cc1 (stereo not given)	94	108	97	102	100	114	91	101
Cc1ccc(/C=C2/C3=C(C4CCC2N4C)[C@@H](c2ccc(C)cc2)C(C#N)=C(N)O3)cc1 (stereo not given in full)	106	95	84	98	96	98	81	89
Nc1cccc2cccc(O)c12	97	111	106	108	100	·	86	87
COc1cc(CNC(=O)Cc2ccccc2)ccc1OCC(=O)NO	95	110	100	104	102	99	91	100
COc1cc(-c2ccc3c(=O)n(C)c(SC)nc3n2)cc(OC)c1OC	103	95	99	106	108	115	83	97
Cc1ccc(NC(=O)c2ccc(Nc3ncnc4c3cnn4-c3cccc(Br)c3)cc2)cc1	68	88	56	85	78	84	61	82
CCN(CC)CC(O)CN1CCNCC1 (stereo not given)	104	107	93	101	97	111	104	95
Cc1cc2nc(-c3cc4cc(Cl)cc(Cl)c4oc3=O)[nH]c2cc1C	108	99	104	88	99	100	95	99
COc1ccc(Cn2ccc3nc(Cl)nc(Cl)c32)cc1	91	106	103	99	101	98	93	88
Clc1nc2ccccc2o1	102	114	107	108	111	100	108	·
COc1ccc2nc(-c3ccccn3)ccc2c1	99	106	97	99	107	111	99	98
COc1ccc(CN=C(N)N=C(N)N)cc1OC	104	130	·	102	·	119	109	122

Later entries.
SMILES	M14	SK-MEL-28	A549/ATCC	MDA-MB-435	UACC-257	SK-MEL-2	UACC-62	SK-MEL-5
CO[C@H]1NC(=O)N(S(=O)(=O)c2ccc(Cl)cc2)[C@@H]1OC	115	106	98	97	106	113	100	108
Cc1ccc(-c2nn(-c3ccccc3)cc2C2OC23CCc2ccccc2C3=O)cc1 (stereo not given)	97	109	111	102	112	113	66	92
Nc1cc2ccccc2c(=O)n1NC(=O)c1ccccc1	100	99	103	100	104	105	77	96
COc1ccccc1NC(=O)C1CCC(=C2C(=O)OC(C)(C)OC2=O)N1C (stereo not given)	101	107	101	105	98	100	94	102
O=[N+]([O-])c1ccc(F)cc1F	121	·	98	100	100	121	105	107
O=C(CCN1CCCC1)Nc1ccc2c(Nc3ccccc3)c3ccccc3nc2c1	-77*	62	10	-93*	-40*	41	30	40
CCOC(=O)CCN(C(=S)Nc1ccccc1)C1CCCCC1	103	121	99	106	105	125	93	111
COC(=O)c1c(C(=O)OC)c2c3ccccc3c3ccccc3n2c1C(=O)C(F)(F)F	97	103	111	102	111	94	63	94
CCCCCCCCCCCCCC[n+]1ccc2c(C)c3c(c(C)c2c1)c1cc(O)ccc1n3CC	-87*	-94*	8.0*	-93*	-69*	-82*	-69*	-90*
NC(=O)NC(=O)c1nccnc1C(=O)O	105	133	102	114	100	119	107	107
COc1ccc(/C=C/C(=O)c2ccc(-c3cc4ccccc4oc3=O)nc2C)cc1	105	101	99	83	107	123	87	103
Cc1cc(SCc2ccc(Cl)cc2Cl)nc(SCc2ccc(Cl)cc2Cl)n1	97	99	97	97	99	103	102	96
O=C(/C=C/c1cccc(C(F)(F)F)c1)Nc1ncc(Cc2cccc(Cl)c2)s1	103	107	100	97	97	99	86	102
COc1ccc(C#Cc2cccc(C#CCCCCN3CCCCC3=O)c2)cc1	·	96	87	102	109	96	58	73
CN1CCN(CC(=O)N(C)c2ccc(N=C(c3ccccc3)c3c(O)[nH]c4ccc([N+](=O)[O-])cc34)cc2)CC1	36	75	47	23	103	53	102	53

Fetched by structure from the list above, two records:
SMILES	M14	SK-MEL-28	A549/ATCC	MDA-MB-435	UACC-257	SK-MEL-2	UACC-62	SK-MEL-5
O=C(NCc1ccccc1)NCc1ccccc1	98	105	97	107	99	·	102	104
CN1CCN(CC(=O)N(C)c2ccc(N=C(c3ccccc3)c3c(O)[nH]c4ccc([N+](=O)[O-])cc34)cc2)CC1	36	75	47	23	103	53	102	53

Hits appear at their usual frequency, and some 11% of all compounds hit somewhere here.
